Screens: PubChem, several laboratories
OXTR ag: human OXTR agonists, primary screen, fluorescence, CHO-OTR cells, Fluo-8 calcium. Oxytocin receptor (Homo sapiens), P30559. 320,000 tested, 0.32% active. AID 2435, 2010. Fluo-8 calcium fluorescence; normalized: DMSO 0%, oxytocin 100%. activation, % at 3 µM;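 active means activation above the mean of all tested compounds plus 3 SD, cutoff set per screening run, cut at about 20% in these data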;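 further: peak over basal fluorescence ratio from a 100 s FLIPR kinetic read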
MEKK2 WT-MEK5: modulators of MEK5 binding to wildtype MEKK2, primary screen, biochemical, multiplex bead flow cytometry, Alexa488-MEK5 | Alexa488-MEK5 binding to MEKK2 WT; actives lie on both sides | AID 1531, 2009 | binding response (% of control), % at 10 µM | Mitogen-activated protein kinase kinase kinase 2 (Homo sapiens), Q9Y2U5 | 290,000 tested, 1.1% active; in the data active means binding response below about 67% or above about 130%
NALP1 yeast inh: NALP1 inflammasome inhibitors in reconstituted yeast, colorimetric, S. cerevisiae, triplicate retest. inhibition, % at 10 µM. AID 2071, 2009. S. cerevisiae NALP1/ASC/caspase-1 growth, X-gal OD620, 72 h. 280,000 tested, 0.61% active; in the data active means inhibition mostly above about 24%, no sharp cut-off; inactive means mostly below about 32%; further: some compounds called inactive have numbers as strong as hits
GalR3 antag: GalR3 antagonists in HEK293 cells, primary screen, cell-based, fluorescence readout; Galanin receptor type 3 (Homo sapiens), O60755; HEK293 GalR3-CNG cAMP membrane potential fluorescence; galR3 body fused to GalR1 C-terminus; inhibition, % at 3 µM; 360,000 tested, 0.44% active;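 active means inhibition above the screen-wide average plus 3 SD, cut at about 13% in these data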;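 further: forskolin and galanin both at EC90 stimulate the cells; cAMP rise reported by CNG channel membrane potential dye signal; 0% = forskolin plus galanin with DMSO and 100% = forskolin alone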
MEKK3 PB1 HTS: modulators of MEKK3-MEK5 PB1 binding, primary screen, biochemical, wildtype MEKK3, multiplex bead flow cytometry, Alexa488-MEK5; bead-based flow cytometry, Alexa488-MEK5 binding to MEKK3; actives lie on both sides; 0 = blocked by unlabeled MEK5, 100 = vehicle; binding response (% of control), % at 10 µM; 290,000 tested, 1.4% active;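 active means binding response more than 3 SD above or below the average of its plate-row segment, actives on both sides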;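 further: Alexa488 bead fluorescence after subtracting the streptavidin-only scavenger bead signal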
Target sequence (Q99759 whole entry, looked up): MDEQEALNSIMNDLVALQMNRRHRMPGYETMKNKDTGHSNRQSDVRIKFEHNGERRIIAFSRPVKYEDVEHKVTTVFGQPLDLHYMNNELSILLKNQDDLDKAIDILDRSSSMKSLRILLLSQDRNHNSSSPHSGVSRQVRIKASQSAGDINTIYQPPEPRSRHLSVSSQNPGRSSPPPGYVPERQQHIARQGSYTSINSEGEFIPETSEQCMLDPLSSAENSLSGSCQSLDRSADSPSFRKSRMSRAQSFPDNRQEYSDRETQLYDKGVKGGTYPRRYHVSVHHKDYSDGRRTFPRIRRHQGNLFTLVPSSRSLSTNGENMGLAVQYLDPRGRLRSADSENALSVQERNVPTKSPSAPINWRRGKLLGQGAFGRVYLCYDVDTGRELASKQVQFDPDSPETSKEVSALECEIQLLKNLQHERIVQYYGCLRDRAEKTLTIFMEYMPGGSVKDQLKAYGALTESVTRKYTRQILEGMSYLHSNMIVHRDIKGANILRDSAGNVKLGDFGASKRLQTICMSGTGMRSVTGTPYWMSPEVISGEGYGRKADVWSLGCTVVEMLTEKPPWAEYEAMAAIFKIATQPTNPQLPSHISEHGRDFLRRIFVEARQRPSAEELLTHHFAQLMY
GPR7 antagonist: GPR7 receptor antagonists, primary screen, cell-based, fluorescence, single concentration; Neuropeptides B/W receptor type 1 (Homo sapiens), P48145; GPR7-expressing cells, fluorescence antagonist assay; inhibition, % at 4.4 µM; 290,000 tested, 1.1% active; AID 1861, 2009; in the data active means inhibition above about 16%, passing the limit was not always enough;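 further: cells stimulated with the agonist NPW; 0% = agonist with vehicle and 100% = vehicle without agonist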
MEKK2mut PB1 HTS: MEK5 binding signal on mutant MEKK2 PB1, primary screen, biochemical, multiplex bead flow cytometry, Alexa488-MEK5. Alexa488-MEK5 binding to MEKK2 mutant. percent response, % at 10 µM. 290,000 tested, 0.35% active. AID 1530, 2009; in the data active means percent response above about 24%, passing the limit was not always enough; further: inactives centre near 1; some results filed as inactive read as strong as hits; reference of the scale not given here
V1aR counter: agonists of human V1a receptor, primary screen, counter-screen for OXTR agonist project, fluorescence, CHO-V1R cells; Fluo-8 calcium fluorescence, agonist mode; 0% DMSO, 100% 3 nM vasopressin; activation, % at 3 µM; 320,000 tested, 0.25% active;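 active means activation above the mean activation of all tested compounds plus 3 SD, per screening run, cut at about 20% in these data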;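 further: signal is peak over basal fluorescence ratio across a 100 second FLIPR read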
Target sequence (P37288 whole entry, looked up): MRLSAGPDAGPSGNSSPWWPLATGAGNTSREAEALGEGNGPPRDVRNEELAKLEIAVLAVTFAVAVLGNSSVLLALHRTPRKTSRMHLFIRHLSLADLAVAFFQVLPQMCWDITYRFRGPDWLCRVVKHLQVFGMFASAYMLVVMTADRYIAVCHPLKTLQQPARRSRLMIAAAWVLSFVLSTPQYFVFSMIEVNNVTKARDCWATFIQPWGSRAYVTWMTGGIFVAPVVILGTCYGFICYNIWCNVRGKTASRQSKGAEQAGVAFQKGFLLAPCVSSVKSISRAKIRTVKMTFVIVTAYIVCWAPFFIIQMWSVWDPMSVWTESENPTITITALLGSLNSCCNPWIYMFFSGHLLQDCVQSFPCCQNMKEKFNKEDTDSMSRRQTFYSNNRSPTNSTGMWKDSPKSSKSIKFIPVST
PHOSPHO1 inh: PubChem AID 1565; Phosphoethanolamine/phosphocholine phosphatase (Homo sapiens), Q8TCT1; recombinant PHOSPHO1, absorbance phosphatase assay; inhibition, % at 13.3 µM; 290,000 tested, 1.1% active; in the data active means inhibition above about 60%
* marks the source's active call; other numbers are inactive results; x = no result given.

A first look, two compounds:
SMILES	OXTR ag	MEKK2 WT-MEK5	NALP1 yeast inh	GalR3 antag	MEKK3 PB1 HTS	GPR7 antagonist	MEKK2mut PB1 HTS	V1aR counter	PHOSPHO1 inh
NS(=O)(=O)c1ccc(CCNCc2ccccc2OCc2ccc(Cl)cc2)cc1	27.7*	145.0*	17.8	-3.6	106.0	23.0	8.0	17.3	-5.8
N#Cc1cc2c(nc1SCC(=O)Nc1sc3c(c1C#N)CCC3)CCCCC2	-0.3	94.0	42.0	-5.9	99.0	-2.8	2.0	-0.4	-4.0

The listing, from the start:
SMILES	OXTR ag	MEKK2 WT-MEK5	NALP1 yeast inh	GalR3 antag	MEKK3 PB1 HTS	GPR7 antagonist	MEKK2mut PB1 HTS	V1aR counter	PHOSPHO1 inh
NS(=O)(=O)c1ccc(CCNCc2ccccc2OCc2ccc(Cl)cc2)cc1	27.7*	145.0*	17.8	-3.6	106.0	23.0	8.0	17.3	-5.8
N#Cc1cc2c(nc1SCC(=O)Nc1sc3c(c1C#N)CCC3)CCCCC2	-0.3	94.0	42.0	-5.9	99.0	-2.8	2.0	-0.4	-4.0
COc1ccc(NC(=O)COC(=O)COc2cccc(Br)c2)cc1OC	0.9	96.0	-19.6	-2.7	99.0	-4.4	-1.0	0.1	39.7
Cc1cc(C)n2nc(SCCC(=O)NCCc3ccccc3)nc2n1	-0.1	105.0	-12.6	-4.7	103.0	0.1	5.0	-0.1	21.9
C/C(=N/O)c1c(O)c(C)c(-c2ccccc2)n(-c2ccccc2)c1=O	-2.1	92.0	17.0	-11.1	105.0	-3.3	-2.0	-1.4	1.9
CCOc1cccc2sc(NC(=O)CC)nc12	-1.1	102.0	23.5	0.9	104.0	11.1	1.0	-0.5	-11.5
Cc1ccc(C(C(=O)NCC2CCCO2)N(C(=O)c2snc(C(N)=O)c2N)c2ccc(C(C)C)cc2)o1 (configuration not stated)	-2.1	99.0	0.3	-3.2	102.0	-2.5	4.0	-0.5	40.3
COc1cc(C(C)=O)ccc1OCC(O)CN1CCN(c2ccc(C)cc2C)CC1 (configuration not stated)	3.5	109.0	16.3	-2.4	106.0	6.1	-5.0	2.6	39.1
COc1cccc(N2CCN(CC(=O)NC3=Nc4ccccc4N=C(C)C3c3ccccc3)CC2)c1 (configuration not stated)	-2.0	94.0	x	-5.4	99.0	-2.3	-2.0	-0.1	36.4
Nc1nn(-c2ccccc2Cl)cc1-c1nn[nH]n1	0.4	103.0	21.0	-0.4	96.0	1.9	0.0	2.4	12.9

Taken from the results shown (3 entries):
SMILES	OXTR ag	MEKK2 WT-MEK5	NALP1 yeast inh	GalR3 antag	MEKK3 PB1 HTS	GPR7 antagonist	MEKK2mut PB1 HTS	V1aR counter	PHOSPHO1 inh
COc1cc(C(C)=O)ccc1OCC(O)CN1CCN(c2ccc(C)cc2C)CC1 (configuration not stated)	3.5	109.0	16.3	-2.4	106.0	6.1	-5.0	2.6	39.1
COc1cccc(N2CCN(CC(=O)NC3=Nc4ccccc4N=C(C)C3c3ccccc3)CC2)c1 (configuration not stated)	-2.0	94.0	x	-5.4	99.0	-2.3	-2.0	-0.1	36.4
Nc1nn(-c2ccccc2Cl)cc1-c1nn[nH]n1	0.4	103.0	21.0	-0.4	96.0	1.9	0.0	2.4	12.9

Continuation:
SMILES	OXTR ag	MEKK2 WT-MEK5	NALP1 yeast inh	GalR3 antag	MEKK3 PB1 HTS	GPR7 antagonist	MEKK2mut PB1 HTS	V1aR counter	PHOSPHO1 inh
CCc1ccc(OCC(O)CN2CCN(c3ccc(OC)cc3)CC2)cc1 (configuration not stated)	6.4	111.0	24.3	-8.3	112.0	-3.5	12.0	4.5	19.9
COc1ccc(NC(=S)NNC(=O)c2cccs2)cc1	0.8	87.0	23.0	4.3	81.0	-4.8	-7.0	1.0	-10.6
COc1cccc(CNc2ncnc3cc(OC)c(OC)cc23)c1	0.9	107.0	21.0	0.2	102.0	-4.7	18.0	0.9	-6.1
CCN1CCCC1CN(Cc1cc2ccc(C)cc2[nH]c1=O)C(=S)Nc1ccc(F)cc1 (configuration not stated)	-1.2	108.0	-3.2	-4.9	100.0	17.7	-2.0	-0.1	-19.3
CC1(C)CC2(CCO1)OC(=O)CC2C(=O)Nc1cccc2ccccc12 (configuration not stated)	-0.4	99.0	23.2	-2.7	100.0	-10.1	-3.0	-0.3	23.3
CCCCCN1CC(O)=C(c2nc(-c3ccc(Cl)cc3)cs2)C1=N	0.1	96.0	13.3	-6.5	97.0	-7.9	2.0	1.1	17.7
O=C(O)c1ccc(N/N=C/c2ccc(-c3cccc(Cl)c3)o2)cc1	18.4	93.0	x	-6.5	94.0	-1.1	-16.0	12.9	22.6
Oc1cccc(-c2nc3ccc4ccccc4c3c3c2CCC3)c1	-0.9	97.0	-0.2	-6.2	102.0	-0.7	0.0	1.4	-6.7
CCN1CCN(Cc2cc(=O)oc3cc(C)cc(C)c23)CC1	-0.1	100.0	7.7	-7.3	95.0	5.3	-1.0	-0.5	34.1
COc1ccc(C2(CNC(=O)c3ccc(OCC(C)C)cc3)CCOCC2)cc1	-1.8	97.0	30.1	-0.1	100.0	0.1	10.0	-0.8	-7.1
O=C(C1=C[C@H](c2csc3ccccc23)C[C@H](OCc2ccc(CO)cc2)O1)N1CCOCC1	14.7	110.0	-10.9	-2.8	109.0	-0.8	8.0	3.6	19.8
COc1cc(CN2CCN(C(=O)CC(C)C)CC2)cc(OC)c1OC	0.1	98.0	-7.4	-1.9	105.0	2.5	3.0	2.9	2.3
Cc1cc(C)n(CC(=O)n2nc(C)cc2C)n1	0.6	x	9.3	-3.3	x	1.4	x	0.5	10.4
Cc1cccc(NC(=O)CSc2nc3[nH]ncc3c(=O)[nH]2)c1C	-0.4	101.0	20.6	-3.3	96.0	-3.2	2.0	3.9	-4.0
CCCCOc1ccc(OC(=O)c2cccnc2)cc1	0.9	99.0	3.3	-1.5	99.0	-8.4	7.0	2.4	-9.1
CC(/C=N/NC(=O)CSc1n[nH]c(=O)[nH]c1=O)=C\c1ccccc1	0.3	101.0	1.3	-3.0	107.0	-14.6	10.0	1.0	3.2
O=C(N/N=C\c1cccc([N+](=O)[O-])c1O)C1COc2ccccc2O1 (configuration not stated)	-0.4	102.0	55.3	3.2	96.0	-3.1	4.0	-0.4	1.1
O=C(NNc1cc(Cl)cc(Cl)c1)C1CCC1	1.7	94.0	4.8	-4.0	92.0	-16.0	-10.0	1.4	5.5
O=C(NNC(=O)C1C2CCCCC21)c1coc(=O)c(Br)c1 (configuration not stated)	-0.9	91.0	x	-5.6	96.0	-12.5	-9.0	-0.7	-64.2
COC(=O)NC1(C(F)(F)F)C(=O)Nc2c1c(=O)n(C)c(=O)n2C (configuration not stated)	-0.2	105.0	6.7	-0.9	107.0	-4.1	3.0	1.2	38.5
O=C(NCCOc1ccc(Cl)cc1)C1CCCCC1	-2.2	99.0	-25.3	-7.7	103.0	-7.4	-2.0	-1.3	-4.2
CCOC(=O)c1csc(NC(=O)C2=COCCO2)n1	0.2	112.0	8.4	-4.0	107.0	-11.3	8.0	1.1	70.6*
COc1ccc(S(=O)(=O)N2Cc3ccccc3CC2C(=O)Nc2nccs2)cc1OC (configuration not stated)	0.2	94.0	8.6	-7.8	90.0	-14.2	-8.0	2.9	2.9
COc1ccc(N(C(=O)c2ccco2)C(C(=O)NC2CCCC2)c2cccs2)c(OC)c1 (configuration not stated)	-1.2	96.0	4.2	-12.2	104.0	-3.6	8.0	-1.1	19.4
Cc1nn(-c2ccc(Cl)cc2)c(Cl)c1/C=C(\C#N)C(N)=O	-3.0	97.0	26.6	0.8	100.0	-8.0	8.0	-1.4	-3.8
CCCSc1nc2c(cnn2-c2ccccc2)c(=O)n1N	-0.5	116.0	13.8	-3.2	111.0	-11.2	7.0	-1.4	40.3
COc1ccc(OC)c(CCNC(=O)c2cccc(NC3=NC4CS(=O)(=O)CC4S3)c2)c1 (configuration not stated)	-0.4	99.0	3.9	x	102.0	-0.8	-4.0	-0.3	28.1
O=C(Nc1ccccc1Br)C1CCC(=O)N1Cc1ccccc1Cl (configuration not stated)	-0.6	94.0	33.7	-4.9	100.0	2.5	-4.0	1.4	-0.3
CCO[C@@H]1OC(C(=O)NC2CC2)=C[C@H](c2ccccc2)[C@H]1CCCO	-0.2	110.0	18.1	-7.4	104.0	-18.9	6.0	1.0	21.9
Fc1ccc(NC(=S)NCc2cccs2)cc1	-0.7	102.0	9.6	-12.1	99.0	-11.7	-1.0	1.7	-0.9
O=C(OCc1cccc([N+](=O)[O-])c1)c1cc(=O)[nH]c2ccccc12	0.5	92.0	1.2	x	100.0	-5.6	-4.0	1.6	36.7
CC(C)(C)c1cc(C(c2cccnc2)N2CCN(CCO)CC2)cc(C(C)(C)C)c1O (configuration not stated)	-1.4	98.0	15.0	-7.8	101.0	2.6	3.0	-0.3	22.6
CCOC(=O)c1cnn(-c2nc(-c3ccccc3)cs2)c1C(F)(F)F	-0.4	107.0	0.0	0.2	110.0	-5.1	7.0	0.0	21.6
C1CSC2(N1)C1CC3CC(C1)CC2C3 (configuration not stated)	0.5	111.0	-7.5	2.6	110.0	-14.8	14.0	1.9	8.5
Clc1ccc(NCc2cccnc2)c(Cl)c1	-0.6	111.0	30.1	-10.2	106.0	1.4	3.0	3.0	44.2
CCOC(=O)c1c(C)nn(-c2ccc(NC(=O)c3cccs3)cc2)c1C	-0.1	96.0	13.1	1.3	100.0	2.8	-4.0	2.2	33.4
COc1ccc(CC(=O)Nc2ccc(N3CCOCC3)cc2)cc1OC	2.2	94.0	-6.4	3.4	99.0	-3.8	6.0	-0.8	33.4
Cc1ncc(CO)c2cc(S(=O)(=O)c3ccc(F)cc3)c(=O)oc12	0.3	105.0	-53.4	1.2	99.0	-4.0	3.0	0.8	-2.3
Cc1ccc(NC(=O)Cc2cccs2)cc1Cl	x	99.0	1.3	-5.4	100.0	-4.8	3.0	x	23.9
CN1C(=O)NC(c2cccc([N+](=O)[O-])c2)C2=C1CCCC2=O (configuration not stated)	0.3	102.0	3.7	-8.0	102.0	-3.8	3.0	1.1	11.4
CC1(C)CNC(=O)c2sc(N3CCCCC3)nc2C1	-0.8	110.0	10.9	-6.5	106.0	-9.2	3.0	-0.4	5.8
Cc1ccc(S(=O)(=O)c2cn(C)c3cc(N4CCOCC4)c(F)cc3c2=O)cc1	-1.1	102.0	23.0	-1.7	102.0	-20.5	7.0	-0.7	23.5
NS(=O)(=O)c1ccc(CNC(=O)c2ccncc2)cc1	-0.2	99.0	6.8	1.4	104.0	-11.2	1.0	1.2	57.8
COc1ccc(NC(C)=O)cc1S(=O)(=O)Nc1ccc(C(=O)N2CCCC2)cc1	0.3	112.0	x	-2.7	123.0	2.8	19.0	0.2	9.0
Cc1ccc(NC2CC(C)NC(=S)N2)cc1 (configuration not stated)	0.5	87.0	-7.5	-2.8	85.0	-19.9	-16.0	-1.7	-32.8
COc1cccc(/C=C2\Oc3cc(OC(=O)N4CCOCC4)ccc3C2=O)c1	1.0	95.0	4.1	-4.9	94.0	-4.9	-3.0	-0.5	28.3
Cc1ccnc(NC(=O)c2ccc3c(c2)C(=O)N(CC(C)C)C3=O)c1	-0.5	104.0	-1.6	-3.8	106.0	-12.9	6.0	0.7	25.0
COCCCn1c(C)nnc1SCC(=O)Nc1ccc(C(C)=O)cc1	-0.1	111.0	15.7	-7.8	107.0	-5.3	15.0	0.7	-41.6
